High-throughput results (PubChem)
CHOP inhibitor – inhibitors of CHOP induction in ER stress response | AID 2732 | CHO-K1 CHOP-promoter luciferase, tunicamycin-induced, 15-18 h | 220,000 tested, 3.8% active | inhibition, % at 10 µM;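 active = compounds that reduced the stress-induced luciferase reporter signal by more than about 70% of percent inhibition, limit read from the data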;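 also: 0% = tunicamycin plus vehicle and 100% = wells without tunicamycin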
TRPML3 ag – activates the human TRPML3 channel; Q8TDD5; HEK293 TRPML3-YFP, Fluo-8 calcium fluorescence; 100% = the carbachol control signal; activation, % at 3 µM; 220,000 tested, 0.29% active; AID 1448;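 active = activation above its plate's cutoff, the mean activation of the plate's test wells plus 3 SD, cut at about 12% in these data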;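 also: 0% = DMSO only wells and 100% = carbachol wells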
Target sequence (Q8TDD5 whole entry, looked up): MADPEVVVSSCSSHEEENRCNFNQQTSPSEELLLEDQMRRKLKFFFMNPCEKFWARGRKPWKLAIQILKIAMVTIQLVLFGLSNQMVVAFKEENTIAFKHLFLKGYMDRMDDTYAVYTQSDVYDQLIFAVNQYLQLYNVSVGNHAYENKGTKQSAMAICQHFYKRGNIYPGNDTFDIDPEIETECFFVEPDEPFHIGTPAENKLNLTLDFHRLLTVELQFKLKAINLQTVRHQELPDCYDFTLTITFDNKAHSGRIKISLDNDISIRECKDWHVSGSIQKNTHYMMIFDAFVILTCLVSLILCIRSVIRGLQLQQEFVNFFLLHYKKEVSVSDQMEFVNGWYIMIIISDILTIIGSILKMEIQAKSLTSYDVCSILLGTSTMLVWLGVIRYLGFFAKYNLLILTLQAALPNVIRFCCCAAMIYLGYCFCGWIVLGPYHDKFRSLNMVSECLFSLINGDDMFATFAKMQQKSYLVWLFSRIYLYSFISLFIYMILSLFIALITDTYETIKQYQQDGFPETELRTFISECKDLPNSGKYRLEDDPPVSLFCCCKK
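system = HEK293 cells stably carrying human TRPML3-YFP | doses = one concentration, 3 µM nominal, 0.3% DMSO | timing = dye loading 1 h 37 °C then 30 min ambient, 125 s read | detection = Fluo-8 calcium dye fluorescence, ex 470-495, em 515-575 nm | benchmarks = high control carbachol 87 µM, low control DMSO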
TRPN1 ag – activates the zebrafish TRPN1 channel; 220,000 tested, 0.18% active; activation, % at 3 µM; HEK293 zebrafish TRPN1-YFP, Fluo-8 calcium fluorescence; 100% = response to 87 µM carbachol;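 active = activation above its plate's cutoff, the mean activation of test wells on that plate plus 3 SD, cut at about 19% in these data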;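 also: 0% = DMSO alone and 100% = 87 µM carbachol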
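Control set: carbachol 87 µM as high control, DMSO as low control; system: HEK293 stable line with zebrafish TRPN1-YFP; read-out: % activation versus carbachol response; detection: intracellular calcium fluorescence with Fluo-8; doses: single test compound dose, 3 µM nominal, 0.3% DMSO; schedule: dye 1 h 37 °C plus 30 min RT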
TNF death inh – inhibitors of TNF-alpha induced necroptosis in Jurkat FADD-/- cells. 220,000 tested, 0.068% active. AID 463075. Jurkat FADD-/- TNF necroptosis rescue, ATP luminescence, 24 h; 0 = TNF only, 100 = no-TNF cells. activation (protection from cell death), % at 10 µM;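 active = activation, meaning protection from cell death, of at least 50% relative to plate controls; inactive = activation below 50%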;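 also: necroptosis triggered by 40 ng/mL TNF-alpha added together with compound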
PPC-1+TRAIL kill – PPC-1 cancer cell killing with TRAIL present; 220,000 tested, 0.41% active; cell killing (% activity), % at 4 µM; AID 1443; PPC-1 cells + TRAIL, ATPLite viability luminescence;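 active = cell killing above 50% in the first pass at 4 µM, then a duplicate retest at 5 µM averaging 50% or more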;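 also: plate controls were cells with TRAIL plus DMSO for no effect and medium-only wells lacking cells for full effect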
EBV gp42 inh – inhibitors of Epstein-Barr virus glycoprotein 42; Q1HVG2; Fluorescence polarization binding assay, mP read-out; inhibition, % (tested at 21.74 µM); 220,000 tested, 0.42% active; AID 1085; in the data active = inhibition above about 50%
Target sequence (Q1HVG2 whole entry, looked up): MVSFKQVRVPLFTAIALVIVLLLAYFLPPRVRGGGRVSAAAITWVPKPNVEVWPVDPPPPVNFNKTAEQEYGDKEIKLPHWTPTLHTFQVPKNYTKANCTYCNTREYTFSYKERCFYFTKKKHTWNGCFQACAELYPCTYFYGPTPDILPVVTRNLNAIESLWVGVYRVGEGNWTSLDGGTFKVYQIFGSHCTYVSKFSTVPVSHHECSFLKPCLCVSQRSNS
Runt-SMMHC FRET – Runt domain-CBFb-SMMHC interaction inhibition | Q01196+Q13951 | Cerulean-Runt/Venus-CBFb-SMMHC FRET ratio 530/480, 1 h | inhibition, % at 20 µM | 220,000 tested, 0.74% active | AID 1434;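 active = mean inhibition across duplicate retests at 20 µM reaching about 50%, limit read from the data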;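 also: 0% = DMSO wells and 100% = wells with excess untagged CBFb-SMMHC; inhibitors lower the FRET ratio by blocking Runt binding to CBFb-SMMHC; some results filed as inactive read as strong as hits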
MDM2 E3 inh – Mdm2 E3 ligase (human) inhibition; Q00987; cell-based MDM2 ubiquitination luciferase reporter, 2 h; 0 = plate control, 100 = twice control, blank-subtracted; 210,000 tested, 0.11% active; signal enhancement, % at 5 µM;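 active = signal enhancement of 30% or more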;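 also: luminescence tracks abundance of the self-degrading MDM2-luciferase fusion protein; higher signal means inhibition of MDM2 E3 ligase activity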
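test system = mammalian cells stably expressing self-ubiquitinating, self-degrading MDM2 E3–luciferase fusion | quantity = 2000 cells/well | incubation = cell settling 4 h, compound treatment 2 h, both 37 °C | signal = luminescence with SteadyLite reagent, 15 min at room temperature | evaluation = % enhancement relative to plate controls after blank subtraction | benchmarks = plate controls and plate blanks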
p47phox inh – inhibitors of human p47phox binding | P14598 | p47phox/p22phox peptide binding, fluorescence polarization, 2 h | inhibition, % at 24.7 µM | 220,000 tested, 0.53% active | AID 1274;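 active = inhibition above about 30%, limit read from the data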;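 also: 0% = p47phox with labelled peptide and 100% = labelled peptide alone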
Starred values were filed as active, the others as inactive; . = not tested or not shown; [ ] = another dose, or the depositor's remark.

SMILES | CHOP inhibitor | TRPML3 ag | TRPN1 ag | TNF death inh | PPC-1+TRAIL kill | EBV gp42 inh | Runt-SMMHC FRET | MDM2 E3 inh | p47phox inh
CN(C)C(CNC(=O)c1ccc2ccccc2c1)c1ccco1 (centres undefined) | 9 | 1.0 | -0.5 | 0.5 | 1 | -6 | 1 | -4 | -8
Cc1csc(NC(=O)C2CCCN(S(=O)(=O)c3ccc4c(c3)oc(=O)n4C)C2)n1 (centres undefined) | 9 | 0.6 | 3.1 | -4.6 | 17 | 2 | -2 | -7 | -4
CCOC(=O)c1[nH]c2ccc(F)cc2c1NC(=O)C(C)N1CCc2cc(OC)c(OC)cc2C1 (centres undefined) | 2 | 0.6 | -0.9 | -3.2 | 10 | -35 | 2 | -4 | -9
CCOc1ccc(-c2ccc(SCC(=O)Nc3nnc(C)s3)nn2)cc1 | -18 | -0.3 | -0.7 | 0.0 | 74*[5 µM] | -6 | -3 | -40 | 2
Cc1ccc(N)c(C(=O)CCCCC(=O)O)c1 | 24 | 0.3 | 1.2 | 1.3 | 8 | -12 | 2 | -1 | -3
C/C=C/Cn1c(N(C)Cc2ccccc2)nc2c1c(=O)[nH]c(=O)n2C | 11 | -0.6 | 0.1 | -4.5 | 33 | -23 | -3 | -4 | -8
CC(=O)Nc1ccc(NC(=O)c2ccc(COc3ccc4c(C)cc(=O)oc4c3)cc2)cc1 | -8 | 0.8 | -0.1 | 1.1 | 5 | -49 | 0 | -12 | -26
CN1CCN(C(=O)CN(c2cccc(Cl)c2)S(=O)(=O)c2ccccc2)CC1 | 13 | 0.7 | 1.4 | 0.0 | 6 | -4 | 5 | -18 | -11
CC(=O)Nc1ccc(S(=O)(=O)N(CCc2ccccc2)CC(=O)N/N=C/c2ccc(C(=O)O)cc2)cc1 | -9 | 1.1 | -0.3 | 1.0 | 16 | -17 | -1 | -10 | -24
Cc1ccc(NC(=O)CSc2nnc(C3CC3)n2N)cc1S(=O)(=O)N1CCOCC1 | -4 | -0.6 | 0.1 | -0.1 | 3 | -13 | 2 | -8 | -8
Cc1ccc(CSc2nc3sc(C)c(C)c3c(=O)n2Cc2ccco2)cc1 | -10 | 0.4 | -0.6 | -3.2 | 8 | -2 | 10 | 17 | -14
CC(=O)C1C(=O)CC(C)(O)C(C(C)=O)C1c1ccc(N(C)C)cc1 (centres undefined) | -27 | -0.1 | 0.8 | -0.8 | 6 | -5 | -1 | -4 | -9
COc1ccc(C(=O)ON=C2CCN(C)CC2)cc1 | -11 | 0.4 | -0.5 | 1.4 | -9 | -29 | -3 | -8 | 8
O=C(OCc1ccccc1)c1cn(-c2ccccc2)nc1-c1ccncc1 | -10 | -0.4 | -1.4 | -0.9 | 22 | -1 | -2 | 5 | -14
Cc1cccc(Nc2sc(C(=O)c3cc4cc(Cl)ccc4o3)c(N)c2C#N)c1 | -12 | 0.5 | 1.9 | 3.2 | -1 | 16 | -114 | -27 | 6
CCN(c1ccccc1)S(=O)(=O)c1ccc(Cl)c(C(=O)O)c1 | -1 | 0.6 | 1.3 | 0.8 | 17 | -13 | 2 | -3 | -8
COc1ccc([N+](=O)[O-])cc1/C=N/NC(=O)c1nonc1N | -20 | 0.6 | -2.3 | -5.2 | -2 | -19 | 0 | -43 | -7
NS(=O)(=O)c1ccc(NC(=O)CN2CCCC2)cc1 | 8 | 1.3 | 1.6 | 0.1 | 8 | -19 | -4 | -13 | -8
CCOC(=O)C1=C(C)N(CCCC(=O)O)C(=O)NC1c1ccc([N+](=O)[O-])cc1 (centres undefined) | -16 | 0.2 | -0.7 | 2.3 | 10[5 µM] | 0 | 5 | . | 1
COc1ccc(-c2nn(-c3ccccc3)cc2/C=N/N=C(N)N)cc1OC | 28 | 0.4 | -0.9 | -2.9 | 55* | 5 | -1 | -3 | -39

As entered above:
O=C(OCc1ccccc1)c1cn(-c2ccccc2)nc1-c1ccncc1 – CHOP inhibitor: -10
NS(=O)(=O)c1ccc(NC(=O)CN2CCCC2)cc1 – Runt-SMMHC FRET: -4

(next part)
SMILES | CHOP inhibitor | TRPML3 ag | TRPN1 ag | TNF death inh | PPC-1+TRAIL kill | EBV gp42 inh | Runt-SMMHC FRET | MDM2 E3 inh | p47phox inh
COc1cc(/C=C2\C(=O)NN(c3ccccc3)C2=O)cc([N+](=O)[O-])c1O | -9 | 0.4 | 0.0 | 0.1 | -9 | -16 | 0 | 5 | -14
O=C(CCCOc1ccccc1)Nc1cccnc1 | 60 | 0.4 | -0.4 | -0.1 | 8 | -2 | 2 | 0 | 0
O=C(Nc1c2c(nc3ccccc13)CCCC2)c1ccccc1F | -30 | 0.5 | 1.2 | -1.8 | 10 | -16 | -3 | 9 | -4
Nc1ccccc1Nc1cc(-c2ccccc2)nn1-c1cccc(Cl)c1 | 90* | 0.5 | 0.6 | 1.6 | -4 | 0 | -1 | -12 | -7
CCOc1ccc(OCC)c(NC(=O)CCS(=O)(=O)c2ccc(Br)s2)c1 | 34 | -0.4 | -1.8 | -0.2 | 5 | -1 | -4 | -17 | -8
CN(C)c1ccc(NC(=O)C(=O)C2C(=O)Nc3ccccc32)cc1 (centres undefined) | -16 | 0.2 | 0.8 | -1.5 | 24 | -13 | 1 | -6 | -9
CCO[C@@H]1OC(C(=O)N2CCN(Cc3ccccc3)CC2)=C[C@H](c2ccc(C(F)(F)F)cc2)[C@H]1CCCO | 28 | 0.8 | 0.7 | 2.6 | 1 | 0 | -7 | . | .
CC(C)C(=O)Nc1cccc(C(=O)Nc2nnc(C(C)C)s2)c1 | -14 | -0.1 | 0.8 | 1.2 | 35 | -24 | 0 | -7 | 10
CCN(CC)C(=O)/C(NC(=O)c1ccccc1)=C(/Sc1ncccn1)c1ccccc1 | 1 | 0.9 | 1.4 | -0.6 | -4 | -7 | 2 | -1 | -6
CCc1cc(C(=O)O)c(NC(=O)C(c2ccccc2)c2ccccc2)s1 | 22 | 0.3 | -0.4 | 1.4 | 10 | -8 | 2 | -15 | -7
CC(=O)c1c(C)[nH]c(C(=O)NCc2cccs2)c1C | 38 | 0.5 | -0.5 | -1.2 | 24 | 2 | -5 | -19 | -10
CCOc1ccc2nc(NC(=O)CSc3nc(-c4ccccc4)c(C#N)c(=O)[nH]3)sc2c1 | -8 | 0.8 | -0.4 | -0.5 | 21 | -5 | -11 | -11 | -50
CCCn1c(SCC(=O)N2CCc3ccccc32)nnc1-c1ccco1 | 15 | -0.9 | 0.2 | 0.5 | 9 | 19 | -3 | -10 | -1
COc1ccc(-c2cc(C(=O)N/N=C/c3ccc4c(c3)OCO4)c3ccccc3n2)c(OC)c1 | 19 | 0.4 | -0.7 | -16 | 13 | -4 | -3 | -24 | -9
CCOC(=O)C1CCN(Cc2nc3ccc([N+](=O)[O-])cc3c(=O)n2-c2ccc(OC)cc2OC)CC1 | 24 | 1.0 | 1.0 | -3.9 | 0 | 2 | -1 | -4 | -3
CCCCc1nc(NCCN2CCOCC2)c(C#N)c2c1COC(C)(C)C2 | -14 | 0.6 | 0.6 | 0.4 | 25 | 1 | -2 | -2 | -6
Cc1onc(-c2ccccc2)c1C(=O)Nc1nc(-c2ccccc2)cs1 | -47 | 0.6 | -0.1 | 1.4 | 18 | -32 | -3 | -5 | -55
O=C(O)C(Cc1ccccc1)N1C(=O)C2CCCCC2C1=O (centres undefined) | -6 | 1.1 | 0.6 | 0.6 | 2 | -21 | -6 | -7 | -11
Cc1cc(Cl)ccc1NC(=S)NCC(C)C | 0 | 0.7 | 0.7 | -8.7 | 28 | -2 | 4 | . | -13
COc1ccccc1CCNC(=O)CSc1ccc(-c2cccs2)nn1 | 25 | 20* | 33* | 0.3 | -8 | -1 | -2 | -7 | -5
Cc1cc(=O)[nH]c(SCC(=O)NN(c2ccccc2)c2ccccc2)n1 | 1 | -0.6 | -1.3 | 1.1 | 17 | 4 | -8 | -14 | 1
CCCOc1ccc(N2CC(C(=O)Nc3ccc(N4CCOCC4)cc3)CC2=O)cc1 (centres undefined) | 10 | -0.2 | 1.1 | 0.7 | -17 | 4 | -4 | -9 | 8
Cc1cc(NC(=O)CSc2nc3c(sc4ccccc43)c(=O)n2CCCN2CCOCC2)n[nH]1 | 12 | 1.4 | 0.4 | 34 | 27 | -1 | -1 | -24 | 0
COc1ccc(NC(=O)CSc2c(C)nn(-c3nnc(C)c(=O)[nH]3)c2C)cc1 | 3 | 1.4 | 2.4 | -0.4 | 16 | -22 | 3 | -10 | -12
Cc1ccc(CN(c2ccc(C(=O)N3CCOCC3)cc2)S(C)(=O)=O)cc1 | -6 | 0.8 | 2.0 | -0.1 | -3 | -13 | 0 | 0 | -7
C/C(CC(=O)Nc1ccc(N(C)C)cc1)=N\NC(=O)c1ccncc1 | 0 | 0.7 | 0.7 | 0.1 | 15 | -10 | 4 | 1 | -12
COCCNC(=O)/C(C#N)=C/c1cccs1 | -2 | 0.0 | 0.4 | 1.5 | -1 | 1 | 1 | -11 | -27
COc1ccc(S(=O)(=O)Nc2ccc(S(=O)(=O)N3CCCCC3)cc2)cc1OC | 46 | 0.5 | -0.8 | -0.8 | 37 | -22 | -3 | -45 | 3
COC(=O)c1oc2c(c1C)C(=O)CC(C)(C)C2 | 8 | 0.5 | 0.4 | 0.8 | 1 | -4 | -2 | -2 | -11
O=S(=O)(/C=C/c1ccccc1)NC1CCCCCC1 | 6 | -0.1 | -2.9 | 1.9 | 26 | 0 | 0 | -11 | -4
CCOc1ccc(CCNC(=O)c2ccc3nc(N4CCOCC4)sc3c2)cc1OCC | 24 | 0.6 | 1.7 | -0.2 | 12 | -16 | -1 | 2 | -2
CS(=O)(=O)c1nc(-c2ccccc2)c(-c2ccccc2)[nH]1 | 18 | 0.5 | 0.5 | 2.1 | 27 | 18 | -3 | -1 | -5
O=C(CC1Oc2ccccc2NC1=O)NC1CCCC1 (centres undefined) | 31 | 1.2 | 0.7 | 0.2 | 27 | -18 | 8 | -30 | -14
Cc1ccc(S(=O)(=O)N2CCN(C3CC(=O)N(CCc4ccccc4)C3=O)CC2)cc1C (centres undefined) | 51 | 0.0 | 0.7 | -5.9 | 26 | -17 | -14 | -11 | -13
Cc1nn(-c2ccccc2)c(N)c1C(c1ccc(C(C)C)cc1)c1c(C)nn(-c2ccccc2)c1N | 85* | 0.2 | -1.0 | 3.3 | -9 | 6 | -2 | . | -23
CC(=O)CC(c1ccc([N+](=O)[O-])cc1)c1c(O)c2ccccc2oc1=O (centres undefined) | 26 | -0.4 | -0.1 | 1.1 | 19 | 2 | -2 | -78 | -3
